Assay outcomes: PubChem BioAssay, several laboratories
Smad3 inh: Smad3 (human) transcription factor binding inhibition. 88,000 compounds, 0.29% hits. inhibition, % at 25 µM. P84022. TR-FRET Smad3/Dy647-FoxH1 peptide binding, europium anti-His;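 active = compounds that reduce the energy-transfer binding signal between the protein and its labelled peptide by more than half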;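 also: 0% = Smad3 plus labelled peptide maximal FRET and 100% = peptide-only background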
Target sequence (P84022 whole entry, looked up): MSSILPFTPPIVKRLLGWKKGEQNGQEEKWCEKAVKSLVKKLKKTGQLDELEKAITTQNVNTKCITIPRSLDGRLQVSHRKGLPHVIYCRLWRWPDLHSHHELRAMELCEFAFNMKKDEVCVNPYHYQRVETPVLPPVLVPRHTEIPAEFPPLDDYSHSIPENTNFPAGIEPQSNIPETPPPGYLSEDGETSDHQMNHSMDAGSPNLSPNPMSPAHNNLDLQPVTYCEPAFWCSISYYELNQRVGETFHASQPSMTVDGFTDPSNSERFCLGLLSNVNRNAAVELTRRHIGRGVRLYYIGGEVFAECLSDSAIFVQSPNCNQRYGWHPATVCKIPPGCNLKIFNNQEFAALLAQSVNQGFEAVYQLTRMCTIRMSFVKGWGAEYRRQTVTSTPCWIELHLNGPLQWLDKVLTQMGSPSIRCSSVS
ERb coact inh: ER-beta (human) coactivator binding inhibition; Q92731; TR-FRET ER-beta LBD / SRC1-Cy5 peptide binding; receptor agonist-loaded with 1 µM estradiol; inhibition, % at 25.6 µM; 86,000 compounds, 1.3% hits; AID 633;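 active = compounds whose percent inhibition of the receptor-coactivator binding signal exceeds about 50% in the single-dose screen, limit read from the data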;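 also: 0% = receptor plus peptide wells without compound and 100% = peptide-only wells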
sEH act: increases human soluble epoxide hydrolase activity; P34913; purified human sEH enzymatic activity, activator screen; activation, % at 2 µM; 91,000 compounds, 0.04% hits; in the data active = activation above about 37%; also: values of inactives mirror those of a sister screen read the other way
Target sequence (P34913 whole entry, looked up): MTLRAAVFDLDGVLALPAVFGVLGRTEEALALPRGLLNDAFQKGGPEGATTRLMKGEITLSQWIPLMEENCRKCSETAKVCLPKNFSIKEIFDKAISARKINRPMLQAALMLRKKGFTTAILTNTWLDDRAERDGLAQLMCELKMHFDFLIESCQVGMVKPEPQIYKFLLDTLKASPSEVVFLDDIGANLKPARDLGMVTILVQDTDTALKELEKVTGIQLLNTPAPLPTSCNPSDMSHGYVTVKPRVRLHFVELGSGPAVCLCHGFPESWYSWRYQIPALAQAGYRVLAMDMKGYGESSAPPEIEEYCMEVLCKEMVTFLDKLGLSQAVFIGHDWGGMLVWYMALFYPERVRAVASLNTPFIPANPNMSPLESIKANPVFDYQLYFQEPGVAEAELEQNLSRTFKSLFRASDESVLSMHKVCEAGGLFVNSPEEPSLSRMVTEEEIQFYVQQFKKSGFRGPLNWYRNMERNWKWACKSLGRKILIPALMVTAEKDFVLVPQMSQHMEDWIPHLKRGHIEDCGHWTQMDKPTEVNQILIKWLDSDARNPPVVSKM
ERa coact inh: blocks coactivator binding to human estrogen receptor alpha; TR-FRET ER-alpha LBD / SRC-1 peptide, estradiol-bound; AID 629; 86,000 compounds, 1.7% hits; inhibition, % at 25.6 µM; in the data active = inhibition above about 50%;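 also: 0% = receptor plus peptide control and 100% = peptide only without receptor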
Calb biofilm kill: kills Candida albicans biofilms | AID 834 | 85,000 compounds, 0.14% hits | C. albicans biofilm + clotrimazole, Alamar Blue | inhibition, % at 6 µM;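 active = inhibition above 20%; inactive = inhibition below 20%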;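 also: preformed 24 hr biofilms exposed to compound for 48 hr; 0% = biofilm without compound and 100% = blank killed by clotrimazole plus chlorhexidine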
ERa SRC1 pot: ER-alpha (human) coactivator binding potentiation; P03372; TR-FRET ERalpha-LBD/SRC-Cy5 coactivator binding, 2 h; 100 = basal binding, no effect; coactivator binding (% of control), % at 25.6 µM; 86,000 compounds, 1.3% hits; AID 639; in the data active = activity above about 200%;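 also: binding measured in presence of low estradiol as agonist stimulus; 0% = peptide alone without receptor and 100% = receptor with peptide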
HUVEC inhibit: human endothelial cell proliferation inhibition. HUVEC proliferation, CellTiter-Glo luminescence, 72 h; hits give low values. viability, % at 10 µM (by protocol). 86,000 compounds, 1.1% hits. AID 648;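 active = viability at or below 30%; inactive = viability above 30%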;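 also: 100% = median luminescence of DMSO-only cell control wells on each plate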
Lung fibro prol: blocks proliferation of human lung fibroblasts; viability, % at 10 µM; 85,000 compounds, 1.1% hits; LL 47 human lung fibroblast viability, ATP luminescence; hits give low values;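 active = viability at or below 50% in the single dose screen; inactive = viability above 50%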;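 also: compound exposure lasted 72 h before the ATP readout; 100% = median luminescence of untreated cell-only wells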
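Material: human lung fibroblast line LL 47, low passage; Evaluation: viability percentage against median untreated-cell control; Buffer or medium: 15% FBS in IMEM; Incubation: 72 h compound exposure at 37 °C after overnight plating; Dosing: 0.1% DMSO in all compound wells; Measured by: CellTiter-Glo luminescence.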
H69AR inhibit: growth inhibitors of human H69AR lung tumor cells. H69AR lung tumor viability, ATP luminescence, 72 h; hits give low values. viability, % at 10 µM. 85,000 compounds, 6% hits;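 active = viability at or below 40%; inactive = viability above 40%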;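 also: multidrug resistant small cell line overexpressing MRP-1 efflux transporter; 100% = mean luminescence of untreated control wells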
* marks the source's active call; other numbers are inactive results; x = not tested or not shown; [ ] = another dose, or the depositor's remark. The list is partial; count on the stated rates, not on these rows.

Abbreviations: A = Smad3 inh; B = ERb coact inh; C = sEH act; D = ERa coact inh; E = Calb biofilm kill; F = ERa SRC1 pot; G = HUVEC inhibit; H = Lung fibro prol; I = H69AR inhibit
COc1cc(OC)cc(N(C(=O)c2ccco2)C(C(=O)NC2CCCC2)c2ccc(N(C)C)cc2)c1 (stereo not drawn)
  A: 8; B: -2; C: -7; D: 2[fluorescence artefact?]; E: 8; F: 103; G: 90; H: 92; I: 95
Cc1nnc(SCC(=O)Nc2ccccc2N2CCOCC2)s1
  A: 11; B: 16; C: -8; D: 15; E: 10; F: 92[fluorescence artefact?]; G: 96; H: 98; I: 86
CCCCOc1ccc(-c2nc(SCC(N)=O)n[nH]2)cc1
  A: 3; B: -4[fluorescence artefact?]; C: -7; D: 13; E: -1; F: 93; G: 98; H: 111; I: 89
COC(=O)[C@H](Cc1ccccc1)NC(=O)Nc1ccc(S(N)(=O)=O)cc1
  A: 8; B: -3; C: -4; D: -5; E: 4; F: 101; G: 109; H: 100; I: 100
Cc1ccc(-c2nn3c(C)nnc3s2)cc1NC(=O)c1ccco1
  A: 2; B: 9[fluorescence artefact?]; C: x; D: 5; E: 5; F: 94; G: 95; H: 96; I: 85
Cc1ccc(-n2c(Cc3ccccc3)n[nH]c2=S)cc1
  A: 3; B: -2[fluorescence artefact?]; C: 0; D: 7; E: 9; F: 106; G: 86; H: 101; I: 81
CCc1n[nH]c(=O)n1Cn1c(CC)n[nH]c1=O
  A: -12; B: 0[fluorescence artefact?]; C: 1; D: 1[fluorescence artefact?]; E: 8; F: 107; G: 101; H: 100; I: 96
Nc1cccc2c1C(=O)N(C(=O)c1ccc(S(=O)(=O)N3CCCCCC3)cc1)C2=O
  A: 0; B: 1[fluorescence artefact?]; C: -6; D: 5; E: 7; F: 87; G: 84; H: 101; I: 83
O=C(NC1C(=O)NNC1c1ccccc1)c1ccc(F)cc1 (stereo not drawn)
  A: -1; B: -6; C: 0; D: -2; E: 4; F: 108; G: 104; H: 105; I: 100
CCOc1ccc(C(Nc2ccc(C)cc2)P2(=O)OCCCO2)cc1 (stereo not drawn)
  A: 8; B: -3; C: 8; D: 14; E: 3; F: 105; G: 86; H: 96; I: 95
O=C(Nc1cccc(S(=O)(=O)c2cccc(NC(=O)C3CC3)c2)c1)C1CC1
  A: 1; B: -5; C: -9; D: 2; E: 5; F: 115; G: 85; H: 90; I: 82
Cc1ccc(-n2c(=O)cc(N3CCN(Cc4ccccc4)CC3)[nH]c2=O)cc1
  A: 2; B: 0; C: x; D: 5[fluorescence artefact?]; E: 7; F: 89; G: 101; H: 94; I: 102
Cc1ccnc(SCCn2c(N3CCN(Cc4ccccc4)CC3)nc3c2c(=O)[nH]c(=O)n3C)n1
  A: 6; B: -8; C: 10; D: -6; E: 3; F: 121; G: 103; H: 103; I: 86
COc1ccc(-c2cc(=O)oc3cc(OC(C)C(=O)O)ccc23)cc1 (stereo not drawn)
  A: -5; B: -6; C: 9; D: 12; E: 8; F: 113; G: 91; H: 93; I: 128
O=C(c1ccco1)N1CCN(c2cc(C(F)(F)F)nc3ncnn23)CC1
  A: 3; B: -8; C: 10; D: 1[fluorescence artefact?]; E: 6; F: 126; G: 97; H: 98; I: 95

(cont.)
Abbreviations: A = Smad3 inh; B = ERb coact inh; C = sEH act; D = ERa coact inh; E = Calb biofilm kill; F = ERa SRC1 pot; G = HUVEC inhibit; H = Lung fibro prol; I = H69AR inhibit
CS(=O)(=O)N1CCN(c2ccccc2NC(=O)c2ccc3ccccc3c2)CC1
  A: 0; B: -1; C: -2; D: -16; E: 4; F: 102; G: 87; H: 96; I: 92
O=C(NCc1ccccn1)C1CCN(Cc2cnn(-c3ccccc3)c2-n2cccc2)CC1
  A: 5; B: -10; C: -7; D: -9; E: 8; F: 102; G: 80; H: 100; I: 86
Cc1ccc(-c2c3c(=O)n(C)c(=O)n(C)c3cn2Cc2ccccn2)cc1
  A: 0; B: -4; C: -13; D: -3; E: 8; F: 106; G: 97; H: 101; I: 93
CCOc1nc(NCCc2ccc(OC)c(OC)c2)nc(N2CCN(c3ccc(OC)cc3)CC2)n1
  A: 9; B: -3; C: -6; D: 5; E: 5; F: 94[fluorescence artefact?]; G: 53; H: 72; I: 53
C=CCNC(=O)c1cc(-c2ccccc2O)on1
  A: 8; B: -2; C: 18; D: -2; E: 3; F: 91[fluorescence artefact?]; G: 112; H: 101; I: 76
Cc1cccc(N(CC(N)=O)S(C)(=O)=O)c1C
  A: 5; B: 3; C: -15; D: -3; E: 9; F: 126; G: 100; H: 103; I: 95
c1cc(CNc2ccc3c(c2)OCCO3)ccn1
  A: 5; B: 0; C: -1; D: -3; E: 7; F: 107; G: 84; H: 76; I: 96
COCc1nc(-c2ccc(-c3ccccc3)nc2OC)no1
  A: -3; B: -1; C: 10; D: 0; E: 3; F: 104; G: 99; H: 100; I: 74
C=CCn1c(C)cc(C(=O)COC(=O)C2CC(=O)N(Cc3ccccc3)C2)c1C (stereo not drawn)
  A: 15; B: -3[fluorescence artefact?]; C: 18; D: -5; E: 10; F: 107; G: 97; H: 92; I: 89
COc1ccc(/C=C/C(=O)c2ccc[nH]2)c(OC)c1OC
  A: -11; B: -1[fluorescence artefact?]; C: 3; D: -7[fluorescence artefact?]; E: 3; F: 92; G: 101; H: 90; I: 59
Cc1ccc2c(c1)NC(=O)C(CC(=O)NCCCN1CCCC1=O)O2 (stereo not drawn)
  A: 2; B: -10[fluorescence artefact?]; C: x; D: -6; E: 3; F: 119[fluorescence artefact?]; G: 101; H: 108; I: 98
COc1ccc(N2C(=O)CC(N3CCCC4CCCCC43)C2=O)cc1 (stereo not drawn)
  A: 8; B: 7; C: 8; D: 1; E: 8; F: 104; G: 87; H: 98; I: 103
COc1cccc(-c2nc(CS(=O)(=O)CC(=O)NCCCN3CCc4ccccc4C3)c(C)o2)c1
  A: -2; B: 18; C: 7; D: 20[fluorescence artefact?]; E: x; F: 117; G: 78; H: 89; I: 88
c1ccc(C2=Nn3c(nnc3-c3ccncc3)SC2)cc1
  A: -3; B: -3; C: -5; D: -1; E: 9; F: 89; G: 77; H: 106; I: 81
Cc1nnc(SCC(=O)Nc2sc3c(c2C#N)CCCC3)[nH]c1=O
  A: -2; B: 22; C: -4; D: 18; E: 6; F: 74; G: 88; H: 99; I: 96

Four records drawn at random from those above:
Abbreviations: A = Smad3 inh; B = ERb coact inh; C = sEH act; D = ERa coact inh; E = Calb biofilm kill; F = ERa SRC1 pot; G = HUVEC inhibit; H = Lung fibro prol; I = H69AR inhibit
c1cc(CNc2ccc3c(c2)OCCO3)ccn1
  A: 5; B: 0; C: -1; D: -3; E: 7; F: 107; G: 84; H: 76; I: 96
Cc1ccc(-c2c3c(=O)n(C)c(=O)n(C)c3cn2Cc2ccccn2)cc1
  A: 0; B: -4; C: -13; D: -3; E: 8; F: 106; G: 97; H: 101; I: 93
c1ccc(C2=Nn3c(nnc3-c3ccncc3)SC2)cc1
  A: -3; B: -3; C: -5; D: -1; E: 9; F: 89; G: 77; H: 106; I: 81
COCc1nc(-c2ccc(-c3ccccc3)nc2OC)no1
  A: -3; B: -1; C: 10; D: 0; E: 3; F: 104; G: 99; H: 100; I: 74

(listing goes on)
Abbreviations: A = Smad3 inh; B = ERb coact inh; C = sEH act; D = ERa coact inh; E = Calb biofilm kill; F = ERa SRC1 pot; G = HUVEC inhibit; H = Lung fibro prol; I = H69AR inhibit
CC1=CC(C)(C)N2C(=O)C3(SCC(=O)N3c3ccc(F)cc3)c3cc(C)cc1c32 (stereo not drawn)
  A: -3; B: -12; C: 10; D: 1; E: 8; F: 85; G: 92; H: 90; I: 85
Clc1ccc(Cn2cc(/C=N/n3cnnc3)c3ccccc32)cc1
  A: 2; B: 4[fluorescence artefact?]; C: x; D: 8; E: -2; F: 108; G: 60; H: 84; I: 86
Cc1cc(=O)n(CC(C)O)c(O)c1C#N (stereo not drawn)
  A: -9; B: -16; C: -5; D: -6; E: 3; F: 132; G: 86; H: 93; I: 96
COc1cc2c(C#N)c(N3CCN(C)CC3)nc(N)c2c(N)n1
  A: 4; B: 40; C: -1; D: 28; E: 3; F: 57[fluorescence artefact?]; G: 65; H: 69; I: 76
Cc1ccc2[nH]c3c(N4CCN(Cc5ccc6c(c5)OCO6)CC4)ncnc3c2c1
  A: 5; B: -2; C: x; D: 2; E: 6; F: 112; G: 41; H: 93; I: 54
CCOC(=O)C1=C(N)n2c(s/c(=C\c3ccco3)c2=O)=C(C(=O)OCC)C1c1ccco1 (stereo not drawn)
  A: -10; B: 31; C: -6; D: 10; E: 9; F: 85; G: 29*; H: 29*; I: 27*
COC(=O)c1c(N=CN(C)C)c(C#N)c2n1CCCC2
  A: 7; B: 0; C: -9; D: -1; E: 0; F: 118; G: 98; H: 99; I: 95
Cc1cc(/C=N/n2cnnc2)c(C)n1-c1ccc(OCc2ccc(F)cc2)cc1
  A: 9; B: -11[fluorescence artefact?]; C: 2; D: -5; E: -4; F: 77; G: 55; H: 75; I: 19*
Cc1cccc(NC(=S)NCC2CCCO2)c1 (stereo not drawn)
  A: 4; B: -4; C: -7; D: -8; E: 1; F: 107; G: 100; H: 104; I: 102
COc1ccc2c(c1)C(=O)N(c1ccccc1)C(=O)C2
  A: -9; B: 0; C: 6; D: -3; E: 2; F: 85[fluorescence artefact?]; G: 80; H: 101; I: 105
COc1cc(OC)c(NC2c3ccccc3C(=O)N2c2cc(C)ccn2)cc1Cl (stereo not drawn)
  A: 2; B: 12[fluorescence artefact?]; C: x; D: 3; E: 3; F: 93; G: 97; H: 99; I: 74
Cc1nnc(-c2cnn(C)c2N)n1Cc1ccccc1
  A: 6; B: 3; C: -9; D: -8; E: 2; F: 97; G: 106; H: 105; I: 99
COc1ccc(Br)cc1C1N2CC3(C)CN1CC(C)(C2)C3=O (stereo not drawn)
  A: 3; B: -7; C: x; D: -8; E: -1; F: 109[fluorescence artefact?]; G: 93; H: 102; I: 89
Cc1cc(C(=O)NCc2cccnc2)cs1
  A: -3; B: -1; C: 5; D: -2; E: -5; F: 103; G: 102; H: x; I: 90
CCOC(=O)/C(C(C)=O)=C1\OC(=O)c2ccccc21
  A: 8; B: -5[fluorescence artefact?]; C: -5; D: 0; E: 5; F: 106; G: 87; H: 93; I: 100

Remaining list, next part.
Abbreviations: A = Smad3 inh; B = ERb coact inh; C = sEH act; D = ERa coact inh; E = Calb biofilm kill; F = ERa SRC1 pot; G = HUVEC inhibit; H = Lung fibro prol; I = H69AR inhibit
COc1ccccc1N(CC(=O)Nc1cccnc1)S(C)(=O)=O
  A: -4; B: 15; C: -4; D: 11; E: 9; F: 87; G: 89; H: 109; I: 78
N#CC1=C(N)OC2=C(C(=O)CCC2)C1c1ccncc1 (stereo not drawn)
  A: -6; B: 3; C: -7; D: -2; E: 3; F: 115; G: 94; H: 107; I: 85
CCc1nnc(NC(=O)C2Cc3ccccc3C(=O)O2)s1 (stereo not drawn)
  A: 1; B: -3; C: x; D: -5; E: 5; F: 129; G: 92; H: 97; I: 90
CCCn1c(SCC(=O)Nc2cccc(NC(C)=O)c2)nnc1C(C)C
  A: 8[fluorescence artefact?]; B: -2; C: 10; D: -2; E: -9; F: 113; G: 99; H: 100; I: 96
COc1cc(OC)c(-c2nn3c(-c4ccco4)nnc3s2)cc1OC
  A: 12; B: 7; C: 11; D: 25[fluorescence artefact?]; E: 4; F: 71[fluorescence artefact?]; G: 80; H: 92; I: 87
